Screens: PubChem, Dana-Farber Cancer Institute and Novartis Institutes for BioMedical Research (Cambridge, Mass)
USP7 block: inhibitors of human USP7 deubiquitinase. Ubiquitin carboxyl-terminal hydrolase 7 (Homo sapiens), Q93009. purified USP7, Ub-rhodamine cleavage fluorescence. inhibition, % at 20 µM. 0.3% of 47,000 active. AID 1645854, 2021
Target sequence (Q93009 whole entry, looked up): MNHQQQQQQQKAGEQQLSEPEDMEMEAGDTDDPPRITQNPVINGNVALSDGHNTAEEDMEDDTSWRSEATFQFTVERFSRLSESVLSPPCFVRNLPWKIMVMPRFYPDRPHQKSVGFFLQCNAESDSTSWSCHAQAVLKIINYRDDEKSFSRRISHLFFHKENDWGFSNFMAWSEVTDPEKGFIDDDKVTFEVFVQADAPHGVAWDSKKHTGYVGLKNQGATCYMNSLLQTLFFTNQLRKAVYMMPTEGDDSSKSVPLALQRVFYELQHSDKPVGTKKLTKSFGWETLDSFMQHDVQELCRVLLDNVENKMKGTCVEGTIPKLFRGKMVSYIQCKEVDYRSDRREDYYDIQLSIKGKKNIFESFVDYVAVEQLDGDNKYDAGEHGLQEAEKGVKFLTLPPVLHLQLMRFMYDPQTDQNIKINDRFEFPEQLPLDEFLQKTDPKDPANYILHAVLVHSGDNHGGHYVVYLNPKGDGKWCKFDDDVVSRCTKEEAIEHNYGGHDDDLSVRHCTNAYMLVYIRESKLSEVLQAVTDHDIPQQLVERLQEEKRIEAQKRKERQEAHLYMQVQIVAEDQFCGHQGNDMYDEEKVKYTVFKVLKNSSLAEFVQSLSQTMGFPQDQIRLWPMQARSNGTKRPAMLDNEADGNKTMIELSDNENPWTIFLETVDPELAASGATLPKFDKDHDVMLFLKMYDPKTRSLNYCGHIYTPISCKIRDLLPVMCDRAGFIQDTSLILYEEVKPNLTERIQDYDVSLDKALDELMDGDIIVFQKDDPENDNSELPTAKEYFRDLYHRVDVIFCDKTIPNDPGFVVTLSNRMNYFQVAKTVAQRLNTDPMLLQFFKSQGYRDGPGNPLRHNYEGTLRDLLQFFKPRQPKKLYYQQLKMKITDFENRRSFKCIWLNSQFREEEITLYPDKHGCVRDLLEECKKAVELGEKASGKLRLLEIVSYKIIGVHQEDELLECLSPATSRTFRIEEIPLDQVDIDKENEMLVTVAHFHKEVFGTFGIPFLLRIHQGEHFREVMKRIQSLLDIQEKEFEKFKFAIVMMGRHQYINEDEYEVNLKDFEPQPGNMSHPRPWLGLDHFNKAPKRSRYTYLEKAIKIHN
USP8 inh: inhibitors of human USP8 deubiquitinase; Ubiquitin carboxyl-terminal hydrolase 8 (Homo sapiens), P40818; purified USP8, Ub-rhodamine cleavage fluorescence, 30 min; inhibition, % at 20 µM; 4.2% of 47,000 active; AID 1645853, 2021
USP28 block: inhibitors of human USP28 deubiquitinase; Ubiquitin carboxyl-terminal hydrolase 28 (Homo sapiens), Q96RU2; purified USP28, Ub-rhodamine cleavage fluorescence, 30 min; inhibition, % at 25 µM; 3% of 47,000 active
USP10 block: inhibitors of human USP10 deubiquitinase; Ubiquitin carboxyl-terminal hydrolase 10 (Homo sapiens), Q14694; purified USP10, Ub-rhodamine fluorescence, 60 min; inhibition, % at 20 µM; 1.1% of 47,000 active; AID 1645856, 2021
UCHL1 inh: inhibitors of human UCHL1 deubiquitinase. inhibition, % at 20 µM. 0.2% of 47,000 active. Ubiquitin carboxyl-terminal hydrolase isozyme L1 (Homo sapiens), P09936. purified UCHL1, Ub-rhodamine cleavage fluorescence
USP30 inh: inhibitors of human USP30 deubiquitinase. purified USP30, Ub-rhodamine cleavage fluorescence. inhibition, % at 25 µM. 5.3% of 47,000 active
OTUD3 inh: inhibitors of human OTUD3 deubiquitinase | OTU domain-containing protein 3 (Homo sapiens), Q5T2D3 | purified OTUD3, Ub-rhodamine fluorescence, 2 h | inhibition, % at 25 µM | 0.7% of 47,000 active
USP17 block: inhibitors of human USP17 deubiquitinase; Ubiquitin carboxyl-terminal hydrolase 17-like protein 5 (Homo sapiens), A8MUK1; purified USP17, Ub-rhodamine cleavage fluorescence, 3 h; inhibition, % at 50 µM; 6.5% of 47,000 active; AID 1645855, 2021
Starred values were filed as active, the others as inactive; i = inactive; nt = not tested or not shown. No stated cut-off is given here; in the data, active means inhibition above about 30%; inactive means the rest.

Second line of a record – USP10 block, USP7 block, USP30 inh, OTUD3 inh, UCHL1 inh, USP17 block, USP28 block, USP8 inh
- CCOC(=O)c1noc2nc(C)nc(NCC3CCN(Cc4ccc(C)cc4)CC3)c12
 : -8, -6, -90, -18, -6, -42, -51, -9
- CC(=O)N1c2ccc(S(=O)(=O)N3CCC(C)CC3)cc2CC1C (stereo not given)
 : 4, nt, 4, 5, 2, 0, 6, 0
- COc1ccccc1OCC(=O)Nc1nc(-c2ccc(Br)o2)ns1
 : 11, -5, -172, 0, 0, 5, -15, -22
- Cc1cccc(Cc2c(C)nc(N3CCN(c4ccccc4)CC3)[nH]c2=O)c1
 : 3, 0, 0, -4, 0, 1, -10, 4
- O=C(CN1c2ccccc2S(=O)(=O)c2ccccc21)Nc1ccccc1F
 : 4, 4, 12, 4, 3, 0, 10, 19
- CN(CCCN1C(=O)C2C(C(=O)Nc3cccc(Cl)c3)C3C=CC2(O3)C1C(=O)NC1CCCCC1)Cc1ccccc1 (stereo not given)
 : 0, -41, 23, 6, 8, 8, 9, 16
- O=C(CN1CCN(c2nc3cc(Cl)ccc3s2)CC1)Nc1ccc(OC(F)(F)F)cc1
 : 2, 7, 17, 3, 1, 7, 3, 6
- CN(C)C(=O)[C@@]12CCC3(CCN(C(=O)Nc4ccccc4)CC3)[C@@H]1CN(S(C)(=O)=O)C2
 : 3, 3, nt, 6, 3, 6, nt, -3
- O=C1NC2(CCCc3ccccc32)C(=O)N1Cc1ccccc1 (stereo not given)
 : 2, -16, 15, -9, -1, -2, -3, 8
- Cn1ncc2c1C(COCC1CC1)N(C(=O)c1cnccn1)CC2 (stereo not given)
 : -4, -5, -24, -5, -6, -2, -12, -52
- Cc1sc(C)c(S(=O)(=O)N2CCCC2)c1-c1cc(C(F)(F)F)on1
 : -3, 1, 9, 0, 0, 0, -4, -9
- COc1ccccc1CCNC(=O)CCc1c(C)c2ccc(O)c(C)c2oc1=O
 : 2, 0, 15, -18, -2, 16, 2, 15
- COc1ccc(C(CNC(=O)COc2ccccc2Cl)N2CCCC2)cc1 (stereo not given)
 : 0, -22, 0, -5, 0, -7, -5, -9
- CC(=O)c1ccc(NC(=O)CSc2nc(-c3ccccc3)nc3c2COC(C)(C)C3)cc1
 : 34*, 10, 18, 31*, 2, 21, 4, 3
- O=C(NCCN1CCN(c2nccc(C(F)(F)F)n2)CC1)c1cccs1
 : 1, -4, 0, 0, -1, 4, -2, 0
- Cc1ccc(-c2c(C)noc2C)cc1S(=O)(=O)N1CCc2ccccc2C1
 : 9, 13, 28, 16, 8, 13, 20, 6
- COc1cccc(C(=O)N2CCN(c3ccc(-c4nc(C)cs4)cn3)CC2)c1
 : 0, -3, 9, 5, 3, 12, 12, 2
- O=C(NCc1ccc(F)cc1)C1CC1c1ccccc1 (stereo not given)
 : -1, -5, 18, -1, -3, 19, 4, 3
- O=C(NC(c1ccccc1)c1cccnc1)C1CCCCC1 (stereo not given)
 : -2, -6, -2, -2, 0, -13, -1, -1
- CC(C)(C)c1noc(-c2ccc(-n3cnc(C(=O)N4CCCC4)c3)nc2)n1
 : 1, 3, 12, 3, 2, 5, 5, 14
- COc1ccc(NC(=O)Cc2ccc3ccccc3c2)c(OC)c1
 : -5, 0, -52, 9, 0, 24, 11, 9
- CC1(C)CCc2cc(S(=O)(=O)N(Cc3ccccn3)Cc3ccccn3)ccc2O1
 : 1, 2, 15, 7, 3, -3, 9, -19
- Cc1ccc2nc(NC(=O)/C=C/c3ccc4c(c3)OCO4)sc2c1
 : 20, 16, 27, 8, 3, 19, 14, 36*
- CN1CCC(N2CCN(S(=O)(=O)c3ccc4c(c3)C(C)(C)C(=O)N4)CC2)C1=O (stereo not given)
 : 1, 3, 0, 3, 3, 0, 0, 11
- CN1[C@@H](CCC(=O)N2CCN(c3ccccc3)CC2)CNC(=O)[C@@H]2[C@H]1CCN2Cc1csnn1
 : 1, -7, -47, -13, -3, -17, -23, -15
- CCOc1ccc(-n2c(SCC(=O)N(c3ccccc3)c3ccccc3)nc3sc4c(c3c2=O)CCN(C)C4)cc1
 : -6, -3, -17, -18, -2, 16, -1, 5
- Cn1c(CCNC(=O)c2ccc(C(C)(C)C)cc2)nc2cccnc21
 : -6, -140, i, -188, -133, -167, -229, -7
- CC(C)(C)c1cc(C(=O)NCc2cnc(C3CCCCO3)nc2)n[nH]1 (stereo not given)
 : 1, 2, 3, 3, -2, 0, -5, 0
- CC(=O)C1C(c2cccnc2)C2(C(=O)c3ccccc3C2=O)C2C=Cc3ccccc3N12 (stereo not given)
 : -4, -144, i, -186, -157, -182, -232, -12
- CCC(C(=O)NCc1ccc2c(c1)cc(C)n2C)c1ccccc1 (stereo not given)
 : -6, -15, -216, -45, -17, -34, -48, -35
- Cc1ccc2c(c1)c(C)c(C)n2CC(O)CN1CCCCC1 (stereo not given)
 : -5, -9, nt, -5, -5, -22, nt, -8
- Cc1ccc(Cn2cc(S(=O)(=O)N3CCCC3)ccc2=O)cc1
 : 5, -2, 0, 8, 4, 5, 7, 11
- CC(C)(C)C(=O)Cn1c(=O)n(CC2CCC(C(=O)NC3CCCC3)CC2)c(=O)c2ccccc21 (stereo not given)
 : 5, 4, 17, -1, -1, 0, -1, -7
- CCOc1ccc(N(CC(=O)Nc2ccc(S(=O)(=O)Nc3cc(C)ccc3C)cc2)S(C)(=O)=O)cc1
 : 13, 5, 2, 9, 11, -25, 1, -291
- CN1CC[C@@]2(C(=O)N3CCCC3)CCN(C(=O)Nc3ccc(Cl)cc3)CC[C@@H]12
 : 0, -5, -15, -3, -3, -17, -5, -75
- COc1ccc(CCNC(=O)c2ccc3c(c2)N(Cc2ccc(F)cc2)C(=O)c2ccccc2S3=O)cc1OC (stereo not given)
 : 3, 1, -25, -19, 5, -8, -10, -9
- COC(=O)[C@H]1[C@H]2C[C@@H]3c4[nH]c5ccccc5c4CCN3C[C@H]2C[C@@H](OC(=O)c2cc(OC)c(OC)c(OC)c2)[C@@H]1OC
 : -10, -120, i, -142, -132, -181, -201, -321
- C/C=C/C(=O)Nc1ccc(-n2nnc(C(=O)N3CCCC3)n2)cc1
 : 6, 6, 20, 14, 0, 11, 14, 17
- COC(=O)c1cc(O)cc(OC)c1Oc1cc(C)cc(O)c1C(=O)OC
 : 4, 5, 3, 6, 4, 5, 6, 2
- COc1ncc(CN2CCc3nc(-c4cccnc4)[nH]c(=O)c3C2)cn1
 : 0, 6, -8, 17, 0, -2, 0, 25
- COc1ccc(-c2cn(-c3ccc(C)cc3)c(=O)n2CC(=O)Nc2cccc(F)c2)cc1
 : -1, -22, -275, -49, -19, -130, -56, -254
- O=C(CN(c1ccccc1)S(=O)(=O)c1ccccc1)Oc1ccc(F)cc1
 : 6, 0, 22, 17, 4, 7, 11, 4
- COc1cccc(CNC(=O)CCc2nc3c(C)nn(-c4ccccc4)c3n(C)c2=O)c1
 : 2, -4, -25, -5, -2, 0, -2, -7
- O=S(=O)(N[C@H]1[C@H](O)[C@H](O)C[C@@H]1c1ccncc1)c1ccccc1
 : 1, -1, 14, 0, -3, -7, -2, -2
- COc1ccc(CCNC(=O)c2nn(C3CCS(=O)(=O)C3)c3c2CCCC3)cc1 (stereo not given)
 : 0, -3, 5, -2, -2, 1, 8, -4

The final 5 entries of the section before open the next one:
Second line of a record – USP10 block, USP7 block, USP30 inh, OTUD3 inh, UCHL1 inh, USP17 block, USP28 block, USP8 inh
- COc1ccc(-c2cn(-c3ccc(C)cc3)c(=O)n2CC(=O)Nc2cccc(F)c2)cc1
 : -1, -22, -275, -49, -19, -130, -56, -254
- O=C(CN(c1ccccc1)S(=O)(=O)c1ccccc1)Oc1ccc(F)cc1
 : 6, 0, 22, 17, 4, 7, 11, 4
- COc1cccc(CNC(=O)CCc2nc3c(C)nn(-c4ccccc4)c3n(C)c2=O)c1
 : 2, -4, -25, -5, -2, 0, -2, -7
- O=S(=O)(N[C@H]1[C@H](O)[C@H](O)C[C@@H]1c1ccncc1)c1ccccc1
 : 1, -1, 14, 0, -3, -7, -2, -2
- COc1ccc(CCNC(=O)c2nn(C3CCS(=O)(=O)C3)c3c2CCCC3)cc1 (stereo not given)
 : 0, -3, 5, -2, -2, 1, 8, -4
- O=S(=O)(c1ccccc1)c1cnc2ccc(F)cc2c1Nc1ccc(F)cc1
 : 9, -9, 9, 0, -4, -1, -5, -15
- Cc1ccc(CC(=O)N2CCC(c3nc4ccncc4n3C)C2)cc1 (stereo not given)
 : -2, 2, 3, 8, 0, 2, 4, 2
- COc1ccccc1CNC(=O)c1cnc(Nc2ccccc2OC)c2ccccc12
 : -3, 2, -12, -2, -2, -4, -9, 7
- O=C(c1ccco1)N1CCN(C(=O)c2ccc(-c3ccc(Cl)cc3)o2)CC1
 : -2, 2, -44, -7, 1, 5, -1, -6
- O=C(NCc1ccc2c(c1)OCO2)C1(c2ccc(Cl)cc2)CCCC1
 : 13, -12, -7, 6, -3, 0, 7, 9
- c1ccc(-c2cc(N3CCC4(CC3)OCCO4)nc(-c3ccncc3)n2)cc1
 : -7, 1, -3, -5, -4, nt, -2, 0
- Cc1cccc(Cn2c(=O)c3cnc(-c4ccncc4)nc3n(C)c2=O)c1
 : -11, -47, i, -157, -60, -90, -158, -96
- O=[N+]([O-])c1cccnc1NC1CCN(Cc2ccccc2)CC1
 : -6, -2, -74, 0, 0, -29, -11, -135
- Cc1ccccc1-c1noc2ncnc(NCCN3CCCCC3)c12
 : 0, -38, -10, -6, 0, 0, -3, -1
- CCC1Oc2ccccc2C(=O)NC1=O (stereo not given)
 : 0, 0, 1, 0, -2, -4, 0, 4
- CCC(C(O)C/C=C(\C)C(O)CC(OC)C(C)C(=O)NC(C(=O)N[C@H]1C(=O)O[C@@H](c2ccccc2)[C@@H]1C)C(C)C)C(O)C(C)/C=C/C=C/[C@@H]1C[C@H](OC)C[C@@](CC/C(C)=C/C=C/[C@H]2CO[C@H](C)[C@@](C)(O)[C@H]2O)(OC)O1 (stereo not given in full)
 : -6, -13, -62, -5, -4, -2, -6, -55
- O=C1NCCCn2nc(C3CCN(C(=O)C45CC6CC(CC(C6)C4)C5)CC3)cc21
 : 0, 8, 20, 15, 3, 10, 10, 12
- O=C(c1cnc(-c2ccc(F)cc2)nc1-c1ccncc1)N1CCC2(CC1)OCCO2
 : -3, -3, 2, -12, 0, -2, -13, -2
- COc1ccc(S(=O)(=O)c2ccccc2)cc1NC(=O)c1c(F)cccc1F
 : 4, 4, -1, -3, 4, -28, -14, -107
- CCCn1c(C(=O)Nc2cccc(NC(C)=O)c2)cc2c(=O)n(C)c(=O)n(C)c21
 : -2, 17, -8, 0, 2, -39, -4, -5
- O=C(NC1CCCCC1)C1CCCN(S(=O)(=O)c2cccnc2)C1 (stereo not given)
 : 1, 3, 16, 18, 0, 8, 6, 16
- O=C(c1noc2c1COc1ccccc1-2)N1CCCN(Cc2ccccc2F)C1
 : 5, 1, 16, 9, 2, 1, 13, -1
- O=C(NCC1CCCO1)c1cc(Nc2cccc(C(F)(F)F)c2)nc2ccccc12 (stereo not given)
 : 4, -16, 0, -4, 6, 1, 1, -6
- CC1CCCN(c2ccc(-c3noc(CN4CCOCC4)n3)cn2)C1 (stereo not given)
 : -7, -17, -31, -11, -1, -21, -11, -22
- FC(F)(F)c1cnc(-c2cnc(-c3ccccn3)nc2)c(Cl)c1
 : -1, -14, -4, -9, -2, -13, -17, -163
- Cc1ccc(S(=O)(=O)N2CCOCC2)cc1C(=O)NCCc1ccc(S(N)(=O)=O)cc1
 : 0, -3, -50, -7, -4, -52, -14, -8
- CC(C)CN1CC2(CCN(C(=O)Nc3cccc(Cl)c3)CC2)C2(CCN(C)C2=O)C1 (stereo not given)
 : 1, -4, -6, -6, 0, -13, -14, -77
- Cc1sc(NC(=O)C2(c3ccc(Cl)cc3)CCC2)nc1-c1ccc2c(c1)CCN2C(=O)c1ccccc1F
 : -5, -1, -137, -35, -4, 4, -27, -14
- CCN1C(=O)c2cccnc2Sc2cc(NC(=O)CCc3ccccc3OC)ccc21
 : -7, -9, -86, -20, -15, 3, -12, 0
- CC(CNC(=O)CCc1nnc2ccc(N3CCCCC3)nn12)c1ccccc1 (stereo not given)
 : 0, -7, 1, -2, 0, -4, 0, -4
- CC(=O)c1ccc(NC(=O)Nc2nnc3ccccn23)cc1
 : 2, 5, nt, -2, 1, 4, nt, -1
- O=C(Nc1ccc(F)cc1)c1cn(CC(O)c2ccc3c(c2)OCO3)nn1 (stereo not given)
 : 6, 5, 15, 4, 10, 2, 0, 0
- COc1cccc(Cn2cc(C(=O)O)c(S(=O)(=O)N3CCCCC3)n2)c1
 : 0, 2, 20, 15, 2, -12, 15, -233
- COc1ccc(NC(=O)Cn2c(-c3ccc(OC)cc3)cn(-c3ccc(C)cc3)c2=O)cc1
 : -8, -5, -115, -21, 0, -36, -26, -186
- Cc1cc(O)cc2cc3c(c(O)c12)C(=O)CCC3O (stereo not given)
 : -5, -49, -89, -6, -22, 51*, -3, -140
